Screening results as filed in PubChem BioAssay.
ELG1 genotoxic – qHTS screen for small molecules that induce genotoxicity in human embryonic kidney (HEK293T) cells expressing luciferase-tagged ELG1. HEK293T ELG1-luciferase reporter, luminescence, 16 h. Potency, µM (top dose mostly 46 µM), inactives show top-dose activity change, positive = activation, usual class: activators. 1.3% of 330,000 active; note: % of control where 0% means no effect; nearly all actives have a fitted effect of over 60% in size
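Reporter readout depends on ELG1 protein level, which increases with genetic stress. After 16 hr compound exposure at 37 °C, luciferase activity was quantified using ONE-Glo.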
VP16 counter – VP16 counterscreen qHTS for inhibitors of ROR gamma transcriptional activity | Drosophila S2 Gal4-VP16 UAS-luciferase, luminescence, 20 h | Potency, µM (titrated, usually from 53.6 µM), without a hit: at the top dose activity, negative = inhibition, hits mostly inhibitors | 3.5% of 310,000 active | AID 2546, 2010;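 note: Gal4-VP16 expression switched on by copper sulfate through the metallothionein promoter; % is set by controls: 0 for no effect and ±100 for the full control effect; nearly all actives have a fitted effect of over 50% in size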
NPC1 promoter act – qHTS Assay for NPC1 Promoter Activators; Huh7 NPC1 promoter luciferase reporter, 24 h; Potency, µM (doses to about 9.22 µM), for the others: top-dose activation, hits mostly activators; 2.4% of 320,000 active;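 note: % of control where 0% means no effect; nearly all actives have a fitted effect of over 60% in size; reporter is driven by a mutant NPC1 promoter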
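NPC1 promoter–luciferase Huh7 cells; 24 h compound; luminescence.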
MBNL1-CUG inh – qHTS Assay for Inhibitors of MBNL1-poly(CUG) RNA binding | 0.036% of 280,000 active | Muscleblind-like protein 1 (Homo sapiens), Q9NR56 | TR-FRET MBNL1-His/biotin-(CUG)12 binding, 665/545 ratio | Potency, µM (series often up to 57.5 µM), inactives show at the highest dose activity change, negative = inhibition, actives largely listed as inhibitors | AID 2675, 2010; active = well fitted inhibition curve with a large enough effect in the signal ratio, with a control signal flat, not every such curve was filed as active; inconclusive = small, poorly fitted or top-dose-only effect, or effect the other way, or a change in a side signal; inactive = no such curve, though single readings can be large or run the other way; the % refers to the signal ratio; note: % is set by controls: 0 for no effect and ±100 for the full control effect
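Ratiometric TR-FRET (665 over 545 nm, excitation 340 nm) tracks disruption of MBNL1-His/biotin-(CUG)12 complex after 60 min at room temperature, with compounds at 92 nM to 58 uM final.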
BRCA1 expr act – qHTS Assay to Identify Small Molecule Activators of BRCA1 Expression; MCF7-BRCA1-FFLuc reporter, luminescence, 48 h; response scale: scaled: vehicle 0%, 10 µM genistein 100%; 1.1% of 380,000 active; AID 624202, 2012; Potency, µM (series often up to 46.1 µM), inactives show at the top dose activation, actives largely listed as activators; note: nearly all actives have a fitted effect of over 80% in size; some results filed as inactive show a strong effect at the top dose
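First, MCF7-BRCA1-FFLuc cells (2000/well) attach for 2 h; next, compounds are pin-added and incubated 48 h at 37 °C; finally, luciferase reagent is added and luminescence read after 15 min.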
RORgamma inh – qHTS for inhibitors of ROR gamma transcriptional activity | Nuclear receptor ROR-gamma (Mus musculus), P51450 | Potency, µM (series often up to 53.6 µM), for the others: at the highest dose activity change, negative = inhibition, actives largely listed as inhibitors | 5.4% of 310,000 active | Drosophila S2 Gal4-RORgamma UAS-luciferase reporter, 20 h; note: % is set by controls: 0 for no effect and ±100 for the full control effect; nearly all actives have a fitted effect of over 60% in size
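Using a luciferase readout, inhibitors were identified by reduced reporter activity in Drosophila cells coexpressing a copper-inducible Gal4–ROR gamma fusion and UAS-driven Photinus luciferase, incubated 20 hr after 700 uM copper sulfate.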
Rab9 prom act – qHTS Assay for Rab9 Promoter Activators. AID 485297, 2010. 2.8% of 320,000 active. Potency, µM (top dose mostly 9.22 µM), without a hit: at the highest dose activation, negative = inhibition, hits mostly activators. Huh7 Rab9 promoter-luciferase reporter, luminescence, 24 h; note: % of control where 0% means no effect; nearly all actives have a fitted effect of over 60% in size
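Measured in stably transfected Huh7 cells bearing a Rab9 promoter–luciferase construct: 24 h compound treatment at 37 °C, followed by luminescence detection.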
FLuc counter – qHTS profiling assay for firefly luciferase inhibitor/activator using purifed enzyme and Km concentrations of substrates (counterscreen for miR-21 project) | Luciferin 4-monooxygenase (Photinus pyralis), P08659 | purified FLuc, Km substrates, luminescence inhibition | Potency, µM (titrated, usually from 57.5 µM), without a hit: at the highest dose activity change, negative = inhibition, actives largely listed as inhibitors | 6.9% of 360,000 active | AID 588342, 2011;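 note: plate controls were vehicle for no effect and reference inhibitor for full effect; nearly all actives have a fitted effect of over 55% in size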
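Biochemical qHTS of compounds, final roughly 60 µM downward over six points, against 10 nM purified firefly luciferase using Km concentrations of substrates (10 uM D-luciferin, 10 uM ATP) in Tris acetate pH 7.5 buffer; luminescence output.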
p53 reactivator – qHTS assay for re-activators of p53 using a Luc reporter; H1299 p53-A138V BP100-luciferase reporter, luminescence, 24 h; Potency, µM (highest dose often 92.2 µM), for the others: at the highest dose activity change, positive = activation, hits mostly activators; 0.063% of 320,000 active; note: % of control where 0% means no effect; nearly all actives have a fitted effect of over 45% in size
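H1299 (p53-null), stable ts p53-A138V + BP100-Luc; 1000 cells/well, Opti-MEM/10% FBS; cpd 4 pt, 1:5; 24 h, 37 deg C, 5% CO2; detection reagent 10 min RT; luminescence.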
uPA surface inh – qHTS for Inhibitors of Cell Surface uPA Generation | cell surface uPA generation assay, qHTS | Potency, µM (series often up to 38.3 µM), inactives show at the highest dose activity change, negative = inhibition, most hits filed as inhibitors | 0.31% of 330,000 active | AID 540303, 2011; active = well fitted inhibition curve with a large enough effect; inconclusive = small, poorly fitted or top-dose-only effect; inactive = no such curve, though single readings can be large or run the other way; tested in mouse RAW 264.7 cells; note: % is set by controls: 0 for no effect and ±100 for the full control effect; nearly all actives have a fitted effect of over 55% in size
MLL CXXC-DNA inh – qHTS Fluorescence Polarization Assay for Inhibitors of MLL CXXC domain - DNA interaction; Potency, µM (top dose mostly 115 µM), for inactives: top-dose activity change, negative = inhibition, usual class: inhibitors; MLL-CXXC / FITC-HOXA9 DNA fluorescence polarization; Histone-lysine N-methyltransferase 2A (Homo sapiens), Q03164; AID 2662, 2010; 0.037% of 290,000 active; active = well fitted inhibition curve with a large enough effect in the polarisation, with a control signal flat, not every such curve was filed as active; inconclusive = small, poorly fitted or top-dose-only effect, or effect the other way, or a change in a side signal; inactive = no such curve, though single readings can be large or run the other way; the % refers to the polarisation
Target sequence (Q03164 whole entry, looked up, the tested form may be a part): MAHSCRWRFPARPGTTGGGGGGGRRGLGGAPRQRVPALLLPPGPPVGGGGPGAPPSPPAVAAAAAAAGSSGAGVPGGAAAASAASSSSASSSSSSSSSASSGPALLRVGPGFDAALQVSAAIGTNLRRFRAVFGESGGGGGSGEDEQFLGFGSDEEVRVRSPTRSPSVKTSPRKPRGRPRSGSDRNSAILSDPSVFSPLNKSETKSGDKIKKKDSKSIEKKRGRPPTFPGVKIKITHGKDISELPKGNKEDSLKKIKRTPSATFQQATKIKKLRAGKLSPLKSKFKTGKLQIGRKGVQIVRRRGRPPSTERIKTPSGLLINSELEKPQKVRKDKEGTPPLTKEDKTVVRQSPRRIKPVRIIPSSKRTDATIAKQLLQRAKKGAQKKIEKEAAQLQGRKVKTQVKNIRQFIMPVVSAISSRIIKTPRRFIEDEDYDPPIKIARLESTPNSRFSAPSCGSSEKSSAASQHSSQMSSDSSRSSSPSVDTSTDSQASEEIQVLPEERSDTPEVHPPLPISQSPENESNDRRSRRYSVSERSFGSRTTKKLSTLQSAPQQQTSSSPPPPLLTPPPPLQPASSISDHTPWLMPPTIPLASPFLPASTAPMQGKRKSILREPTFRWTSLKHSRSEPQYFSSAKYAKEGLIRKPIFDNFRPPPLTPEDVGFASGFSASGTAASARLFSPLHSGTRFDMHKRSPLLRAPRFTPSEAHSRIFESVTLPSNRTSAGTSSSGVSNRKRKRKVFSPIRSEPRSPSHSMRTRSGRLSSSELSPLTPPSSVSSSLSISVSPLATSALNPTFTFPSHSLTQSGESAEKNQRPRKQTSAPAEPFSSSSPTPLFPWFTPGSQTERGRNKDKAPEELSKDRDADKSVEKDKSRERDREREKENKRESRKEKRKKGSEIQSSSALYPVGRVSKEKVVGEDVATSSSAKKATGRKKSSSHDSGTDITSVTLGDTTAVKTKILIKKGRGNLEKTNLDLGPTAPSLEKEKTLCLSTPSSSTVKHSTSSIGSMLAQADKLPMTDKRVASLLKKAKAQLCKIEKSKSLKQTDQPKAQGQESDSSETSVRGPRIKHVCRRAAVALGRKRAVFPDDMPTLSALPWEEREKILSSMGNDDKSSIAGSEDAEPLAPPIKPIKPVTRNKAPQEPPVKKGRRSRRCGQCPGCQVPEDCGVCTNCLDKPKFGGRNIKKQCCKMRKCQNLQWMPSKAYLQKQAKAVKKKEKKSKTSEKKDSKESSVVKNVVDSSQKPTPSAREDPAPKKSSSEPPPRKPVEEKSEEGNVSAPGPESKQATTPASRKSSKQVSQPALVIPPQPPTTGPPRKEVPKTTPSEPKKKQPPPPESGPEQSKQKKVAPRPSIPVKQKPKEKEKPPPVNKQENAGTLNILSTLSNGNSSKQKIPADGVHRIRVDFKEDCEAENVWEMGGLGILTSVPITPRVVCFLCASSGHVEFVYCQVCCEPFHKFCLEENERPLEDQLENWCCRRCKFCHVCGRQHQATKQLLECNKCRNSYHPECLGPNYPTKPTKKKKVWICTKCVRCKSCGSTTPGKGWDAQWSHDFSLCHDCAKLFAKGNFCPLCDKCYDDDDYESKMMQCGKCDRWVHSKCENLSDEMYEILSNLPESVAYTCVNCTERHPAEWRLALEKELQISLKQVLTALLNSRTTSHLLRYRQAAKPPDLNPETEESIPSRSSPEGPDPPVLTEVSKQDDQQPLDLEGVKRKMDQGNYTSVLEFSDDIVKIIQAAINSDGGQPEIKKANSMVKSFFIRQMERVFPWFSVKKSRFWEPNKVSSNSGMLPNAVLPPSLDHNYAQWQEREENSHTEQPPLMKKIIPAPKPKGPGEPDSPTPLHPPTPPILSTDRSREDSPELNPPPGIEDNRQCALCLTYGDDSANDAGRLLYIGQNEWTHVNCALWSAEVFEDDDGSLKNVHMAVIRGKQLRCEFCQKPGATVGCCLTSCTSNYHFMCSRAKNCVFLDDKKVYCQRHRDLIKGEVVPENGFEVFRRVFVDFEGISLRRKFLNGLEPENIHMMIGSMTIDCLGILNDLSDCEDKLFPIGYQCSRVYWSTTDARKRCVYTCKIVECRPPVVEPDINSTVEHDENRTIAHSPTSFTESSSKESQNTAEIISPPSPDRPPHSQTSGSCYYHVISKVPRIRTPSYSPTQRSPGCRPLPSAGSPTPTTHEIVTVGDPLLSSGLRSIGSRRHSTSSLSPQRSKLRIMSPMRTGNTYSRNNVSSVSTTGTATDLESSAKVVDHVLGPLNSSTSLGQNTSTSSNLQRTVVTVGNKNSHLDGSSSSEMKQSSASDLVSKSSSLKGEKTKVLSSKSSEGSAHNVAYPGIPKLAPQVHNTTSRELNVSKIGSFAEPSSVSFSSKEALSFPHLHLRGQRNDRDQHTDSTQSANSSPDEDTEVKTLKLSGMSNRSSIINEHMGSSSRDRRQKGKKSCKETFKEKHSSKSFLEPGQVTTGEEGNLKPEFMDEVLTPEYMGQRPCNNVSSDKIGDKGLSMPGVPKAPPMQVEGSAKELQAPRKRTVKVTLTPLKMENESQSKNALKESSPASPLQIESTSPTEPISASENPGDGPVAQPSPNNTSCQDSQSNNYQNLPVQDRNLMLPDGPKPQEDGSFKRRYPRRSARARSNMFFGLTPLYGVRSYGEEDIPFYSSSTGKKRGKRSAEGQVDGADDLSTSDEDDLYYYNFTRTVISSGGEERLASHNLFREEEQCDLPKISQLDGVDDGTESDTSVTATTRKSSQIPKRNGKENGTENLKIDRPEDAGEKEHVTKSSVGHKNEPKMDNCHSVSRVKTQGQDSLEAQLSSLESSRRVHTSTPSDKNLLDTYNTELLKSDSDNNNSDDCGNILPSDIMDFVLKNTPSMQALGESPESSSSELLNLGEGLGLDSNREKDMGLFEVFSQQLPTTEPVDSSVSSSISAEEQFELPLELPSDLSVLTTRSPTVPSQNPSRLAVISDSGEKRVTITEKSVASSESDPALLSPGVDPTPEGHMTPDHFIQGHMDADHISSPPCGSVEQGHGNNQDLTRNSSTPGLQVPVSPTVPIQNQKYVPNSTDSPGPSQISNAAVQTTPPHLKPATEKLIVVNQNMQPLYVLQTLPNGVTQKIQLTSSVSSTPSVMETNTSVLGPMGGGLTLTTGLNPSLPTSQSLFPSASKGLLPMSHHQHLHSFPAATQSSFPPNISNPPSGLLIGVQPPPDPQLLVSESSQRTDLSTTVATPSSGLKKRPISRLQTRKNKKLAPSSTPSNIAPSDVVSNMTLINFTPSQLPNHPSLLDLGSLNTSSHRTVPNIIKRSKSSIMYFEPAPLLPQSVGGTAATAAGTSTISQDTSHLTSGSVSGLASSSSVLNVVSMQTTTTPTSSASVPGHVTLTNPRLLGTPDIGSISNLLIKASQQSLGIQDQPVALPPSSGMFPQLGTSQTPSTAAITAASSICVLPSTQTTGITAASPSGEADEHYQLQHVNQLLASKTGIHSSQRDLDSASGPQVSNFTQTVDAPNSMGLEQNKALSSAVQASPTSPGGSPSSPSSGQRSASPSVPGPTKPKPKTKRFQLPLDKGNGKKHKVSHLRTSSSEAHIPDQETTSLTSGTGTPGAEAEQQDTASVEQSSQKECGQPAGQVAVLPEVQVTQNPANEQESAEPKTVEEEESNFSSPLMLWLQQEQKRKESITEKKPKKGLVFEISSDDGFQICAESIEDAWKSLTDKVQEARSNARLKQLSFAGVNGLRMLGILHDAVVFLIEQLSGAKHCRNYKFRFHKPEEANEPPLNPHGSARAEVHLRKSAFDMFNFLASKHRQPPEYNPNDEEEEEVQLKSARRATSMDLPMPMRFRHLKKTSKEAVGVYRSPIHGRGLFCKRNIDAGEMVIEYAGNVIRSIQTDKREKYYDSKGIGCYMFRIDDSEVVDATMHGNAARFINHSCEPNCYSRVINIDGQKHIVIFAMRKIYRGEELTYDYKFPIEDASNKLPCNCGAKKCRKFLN
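Fluorescence polarization: 7 uM MLL-CXXC (stock) preincubated 5 min with compounds, then 50 nM fluorescein-HOX-A9 DNA (stock) added; 30 min ambient. Buffer 50 mM Tris-HCl pH 7.5, 50 mM NaCl, 1 mM DTT, 0.05% BSA.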
Starred values were filed as active, the others as inactive; [ ] = another dose, or the depositor's remark. Unless noted, calls come from the whole dose curve; as a rule, active = well fitted curve in the direction sought with a large enough effect; inconclusive = small, poorly fitted or top-dose-only effect, or another doubt; inactive = no such curve, though single readings can be large; an effect the other way counts as inactive or inconclusive. Potency is the fitted concentration of half-maximal effect.

Results for O=S(=O)(Cc1ccc(Cl)cc1)N1CCCCCC1 ?
ELG1 genotoxic: 12.0%; VP16 counter: -8.8%; NPC1 promoter act: 0.2%; MBNL1-CUG inh: -1.6%; BRCA1 expr act: 2.0%; RORgamma inh: 35.5%; Rab9 prom act: -4.8%; FLuc counter: inconclusive; p53 reactivator: -0.1%; uPA surface inh: -2.2%; MLL CXXC-DNA inh: -8.7%

How did CCCN1CCN(CCCNC(=O)CN2C(=O)c3cccnc3Oc3ccc(C)cc32)CC1 do in these assays?
ELG1 genotoxic: 5.5%; VP16 counter: -7.9%; NPC1 promoter act: -5.5%; MBNL1-CUG inh: -4.3%; BRCA1 expr act: -1.6%; RORgamma inh: 4.0%; Rab9 prom act: 2.8%; FLuc counter: 0.3%; p53 reactivator: 2.4%; uPA surface inh: -1.7%; MLL CXXC-DNA inh: 10.6%

Results for Nc1c(-c2ccccc2Cl)cnn1-c1cccc([N+](=O)[O-])c1 ?
ELG1 genotoxic: 2.7%; VP16 counter: 8.4%; NPC1 promoter act: 12.0%; MBNL1-CUG inh: inconclusive; BRCA1 expr act: 2.8%[1.84 µM]; RORgamma inh: 14.6%; Rab9 prom act: 28.1%; FLuc counter: inconclusive; p53 reactivator: 10.4%; uPA surface inh: -0.1%; MLL CXXC-DNA inh: -0.5%

Results for COc1ccc(N2CCN(CCCNC(=O)C3CCC(CNc4nc(=S)[nH]c5ccccc45)CC3)CC2)cc1 (stereo not given) ?
ELG1 genotoxic: -8.9%; VP16 counter: -7.2%; NPC1 promoter act: -6.5%; MBNL1-CUG inh: 0.5%; BRCA1 expr act: -43.6%; RORgamma inh: 24.4%; Rab9 prom act: -7.1%; FLuc counter: 2.3%; p53 reactivator: -1.1%; uPA surface inh: 3.5%; MLL CXXC-DNA inh: -0.7%

How did COc1ccc(NC(=O)C2CCC(=O)N2)cc1 (stereo not given) do in these assays?
ELG1 genotoxic: 1.3%; VP16 counter: -5.8%; NPC1 promoter act: 1.2%; MBNL1-CUG inh: 6.2%; BRCA1 expr act: 0.3%; RORgamma inh: 5.5%; Rab9 prom act: 5.9%; FLuc counter: 6.8%; p53 reactivator: 3.1%; MLL CXXC-DNA inh: 10.6%

Results for C=CCn1c(SCC(=O)N(C(C)CC)C2CCS(=O)(=O)C2)nc2ccccc2c1=O (stereo not given) ?
ELG1 genotoxic: 1.1%; NPC1 promoter act: -0.4%; BRCA1 expr act: -17.6%; Rab9 prom act: -3.6%; FLuc counter: -3.3%; p53 reactivator: -3.1%; uPA surface inh: -1.8%

Results for CS(=O)(=O)c1ccc2nc(NC(=O)CCNC(=O)c3ccccc3Cl)sc2c1 ?
ELG1 genotoxic: 4.2%; NPC1 promoter act: 1.0%; BRCA1 expr act: 3.1%; Rab9 prom act: 16.8%; p53 reactivator: inconclusive; uPA surface inh: -5.3%

Results for O=C(O)c1cccc(Cn2c(Cl)c(/C=N/NC(=O)c3ccccc3O)sc2=O)c1 ?
ELG1 genotoxic: 0.7%; VP16 counter: 11.8%; NPC1 promoter act: 1.7%; BRCA1 expr act: -5.4%; RORgamma inh: -22.4%; Rab9 prom act: 4.2%; FLuc counter: 19µM*; p53 reactivator: 3.0%; uPA surface inh: -3.3%; MLL CXXC-DNA inh: 7.8%

How did Cc1ccc(C)c(C(=O)CCC(=O)Nc2cccnc2)c1 do in these assays?
ELG1 genotoxic: -1.6%; VP16 counter: 3.6%; NPC1 promoter act: -2.3%; MBNL1-CUG inh: 6.9%; BRCA1 expr act: -0.4%; RORgamma inh: -16.9%; Rab9 prom act: 0.7%; FLuc counter: 0.1%; p53 reactivator: -15.7%; uPA surface inh: 4.0%; MLL CXXC-DNA inh: -0.8%

Results for O=[N+]([O-])c1ccc(C2OCCO2)cc1CS(=O)(=O)c1ccccc1 ?
ELG1 genotoxic: 2.5%; VP16 counter: 29.6%; NPC1 promoter act: 10.4%; BRCA1 expr act: -9.4%; RORgamma inh: 5.4%; Rab9 prom act: -0.3%; FLuc counter: -1.1%; p53 reactivator: 0.0%; uPA surface inh: -2.4%; MLL CXXC-DNA inh: 2.2%

What do the screens show for `Cc1ccc(C)c2[nH]c(=O)c(CCNC(=O)c3ccc4c(c3)OCO4)cc12`?
ELG1 genotoxic: -11.0%; NPC1 promoter act: -4.1%; MBNL1-CUG inh: 0.8%; BRCA1 expr act: -27.6%; RORgamma inh: 5.9%[0.365 µM]; Rab9 prom act: -0.2%; FLuc counter: -1.4%; p53 reactivator: -3.3%; uPA surface inh: 5.4%; MLL CXXC-DNA inh: 46.7%[activator]

How did COc1cccc(/C=N/Nc2ccc([N+](=O)[O-])cn2)c1O do in these assays?
ELG1 genotoxic: 2.59µM*; VP16 counter: 7.08µM*; NPC1 promoter act: -23.4%; MBNL1-CUG inh: inconclusive; BRCA1 expr act: -44.5%; RORgamma inh: 4.47µM*; Rab9 prom act: -25.2%; FLuc counter: 0.757µM*; p53 reactivator: 29.4%; uPA surface inh: -14.1%; MLL CXXC-DNA inh: 2.3%

Results for CC(=O)N(CCO)Cc1cc2cc(C)cc(C)c2[nH]c1=O ?
ELG1 genotoxic: 1.1%; VP16 counter: -10.3%; NPC1 promoter act: -1.8%; MBNL1-CUG inh: 3.1%; BRCA1 expr act: 0.2%; RORgamma inh: -1.7%; Rab9 prom act: 2.4%; FLuc counter: -0.3%; p53 reactivator: -7.8%; uPA surface inh: 1.2%; MLL CXXC-DNA inh: 3.0%

How did COCCNC(=O)C1CC2Cn3c(nc4cc(Cl)c(Cl)cc43)C2N1C (stereo not given) do in these assays?
ELG1 genotoxic: 0.3%; VP16 counter: -0.2%; NPC1 promoter act: 0.8%; MBNL1-CUG inh: -2.5%; BRCA1 expr act: 6.7%; RORgamma inh: 5.7%; Rab9 prom act: 2.0%; FLuc counter: -2.1%; p53 reactivator: 1.5%; uPA surface inh: 10.7%; MLL CXXC-DNA inh: -11.4%

How did Cc1ccsc1C(=O)N1CCCC(CCC(=O)NCc2ccc(F)c(F)c2)C1 (stereo not given) do in these assays?
ELG1 genotoxic: -6.1%; VP16 counter: -15.4%; NPC1 promoter act: -1.2%; MBNL1-CUG inh: 1.0%; BRCA1 expr act: 3.2%; RORgamma inh: inconclusive; Rab9 prom act: -11.9%; FLuc counter: -3.1%; p53 reactivator: -3.0%; uPA surface inh: 2.9%; MLL CXXC-DNA inh: 4.3%

Results for CCOc1ccc(C(=O)OCC(=O)NC2CCCC2)cc1OCC ?
ELG1 genotoxic: 0.0%; VP16 counter: -4.4%; NPC1 promoter act: 2.3%; MBNL1-CUG inh: 3.3%; BRCA1 expr act: 20.0%; RORgamma inh: 50.8%; Rab9 prom act: -2.3%[1.84 µM]; FLuc counter: inconclusive; p53 reactivator: 0.2%; uPA surface inh: 1.0%; MLL CXXC-DNA inh: 2.3%

Results for CCOc1cc(NS(=O)(=O)c2ccc(OC)cc2)c(OCC)cc1NC(=O)c1ccco1 ?
ELG1 genotoxic: -1.3%; VP16 counter: 17.2%; NPC1 promoter act: -1.7%; MBNL1-CUG inh: 6.1%; BRCA1 expr act: -30.2%; RORgamma inh: -11.9%; Rab9 prom act: -0.1%; FLuc counter: 8.3%; p53 reactivator: 14.5%; uPA surface inh: -4.1%; MLL CXXC-DNA inh: 3.5%

How did Cc1noc(C)c1CSc1ccccc1C(=O)O do in these assays?
ELG1 genotoxic: -2.9%; VP16 counter: -3.6%; NPC1 promoter act: -0.1%; MBNL1-CUG inh: -8.2%; BRCA1 expr act: -2.7%; RORgamma inh: -10.3%; Rab9 prom act: -3.0%; FLuc counter: -0.7%; p53 reactivator: 1.8%; uPA surface inh: -0.2%; MLL CXXC-DNA inh: -0.1%

Results for COc1ccc(CN(CC2CCC(C(=O)O)CC2)C(=S)Nc2ccccc2C)cc1 (stereo not given) ?
ELG1 genotoxic: -0.1%; VP16 counter: inconclusive; NPC1 promoter act: -2.0%; MBNL1-CUG inh: -13.5%; BRCA1 expr act: 12.7%; RORgamma inh: -21.4%; Rab9 prom act: -3.6%; FLuc counter: -5.7%; p53 reactivator: 3.9%; uPA surface inh: 1.8%; MLL CXXC-DNA inh: -0.1%

Some of the compounds tested. The share of hits here may be higher or lower than overall.
